# VLA-4 inh: inhibition in a human VLA-4 binding assay. P13612. VLA-4 expressing cells, ligand binding flow cytometry. inhibition, % (about 7 µM as worked out from the volumes in the protocol). 330,000 tested, 0.2% active. AID 2557; in the data active means inhibition above about 50%
# GRK2 inh: blocks RNA aptamer binding to human GRK2; P25098; bead flow cytometry, FAM-aptamer displacement from GRK2; inhibition of aptamer binding, % at 10 µM; 330,000 tested, 0.59% active; AID 488847;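 active means inhibition of aptamer binding above 40%, roughly 3 SD of noise, on plates passing a quality check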;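 further: median bead fluorescence of bound FAM aptamer so fluorescent compounds give negative values; no value below 0 was filed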
# Target sequence (P25098 whole entry, looked up): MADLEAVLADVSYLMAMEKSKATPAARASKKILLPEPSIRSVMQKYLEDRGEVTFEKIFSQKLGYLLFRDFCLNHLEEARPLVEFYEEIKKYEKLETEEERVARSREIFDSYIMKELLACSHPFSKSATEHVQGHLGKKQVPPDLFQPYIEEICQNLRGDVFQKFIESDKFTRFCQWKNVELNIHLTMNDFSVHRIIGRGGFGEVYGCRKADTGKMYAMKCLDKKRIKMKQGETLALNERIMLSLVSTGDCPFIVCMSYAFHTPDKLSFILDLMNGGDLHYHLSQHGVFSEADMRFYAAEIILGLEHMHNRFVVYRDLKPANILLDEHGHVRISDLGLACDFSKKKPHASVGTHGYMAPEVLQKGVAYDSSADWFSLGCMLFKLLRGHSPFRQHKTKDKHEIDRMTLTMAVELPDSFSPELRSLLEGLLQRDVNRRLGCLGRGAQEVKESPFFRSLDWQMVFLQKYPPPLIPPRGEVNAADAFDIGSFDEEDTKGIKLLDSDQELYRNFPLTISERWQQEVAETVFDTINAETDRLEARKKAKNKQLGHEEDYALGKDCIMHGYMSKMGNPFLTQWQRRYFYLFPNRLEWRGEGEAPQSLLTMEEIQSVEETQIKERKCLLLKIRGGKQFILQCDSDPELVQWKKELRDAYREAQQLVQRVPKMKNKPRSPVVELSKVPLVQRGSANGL
# proCasp7 act: activates human procaspase-7, counter-screen for procaspase-3 activators | P55210 | recombinant procaspase-7, Ac-DEVD-pNA absorbance 405 nm; D23A/D198A/D206A triple mutant, cannot self-cleave; scale: DMSO 0, 5 µM enzyme 100 | activation, % at 8.5 µM | 330,000 tested, 0.093% active | AID 463210;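 active means percent activation above the screen-wide mean plus 3 SD, cut at about 25% in these data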
#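 Assay system: Uncleavable procaspase-7 mutant enzyme / Input: 2 µM procaspase-7 mutant as dispensed / Dosing: single nominal 8.5 µM compound dose, 0.8% DMSO final / Timing: 1 h enzyme–compound preincubation and 2 h substrate reaction, both 25 °C / Detection: p-Nitroaniline absorbance at 405 nm, read at 0 and 120 min / Replication: singlicate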
# PP1 inh: PP1-alpha (human) inhibition in PP5 counter-screen | P62136 | purified PP1alpha, OMFP fluorescence | inhibition, % at 6.7 µM | 320,000 tested, 0.9% active;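 active means inhibition above the mean inhibition of all tested compounds plus 3 SD, computed separately for each screening campaign, cut at about 15% in these data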
# PP5 primary: blocks human protein phosphatase 5 activity; 320,000 tested, 0.18% active; inhibition, % at 6.7 µM; P53041; purified PP5c, OMFP substrate fluorescence;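 active means inhibition above the campaign's mean inhibition across all tested compounds plus 3 SD, cut at about 9.5% in these data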;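 further: 0% = DMSO only and 100% = 100 µM cantharidin control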
# core dimer inh: blocks dimerization of HCV core protein; TR-FRET GST/Flag-core106 dimerization, 1536-well; inhibition, % at 5 µM; 300,000 tested, 0.33% active; AID 1899;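 active means inhibition above the mean of all tested compounds plus 3 SD, set per screening campaign, cut at about 45% in these data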
#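 Test system: GST/Flag-tagged HCV core106 proteins; Medium: KF-containing HEPES buffer, pH 7.45, DTT, CHAPS, BSA; Times: compound-protein-antibody incubation 4 h at 22.5 °C; Detection: TR-FRET 671 and 617 nm emission; Benchmarks: wells lacking GST-core106 and wells with excess unlabelled core106.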
# JMJD2C inh: human JMJD2C demethylase inhibition | GST-JMJD2C(1-420) H3K9me3 demethylation, DELFIA europium | 330,000 tested, 0.069% active | inhibition, % at 2.35 µM;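 active means more than half of a compound's replicate wells show inhibition beyond 50%, single wells judged on their own value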;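 further: signal counts dimethyl H3K9 product captured on neutravidin plate; 0% = median of DMSO wells and 100% = 0.3 times that DMSO median; strong numbers were not always called active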
# Fh CTSL1 inh: cathepsin L1 inhibition, PFM18AAP counter-screen; recombinant F. hepatica cathepsin L1, Z-Leu-Arg-MCA fluorescence; inhibition, % at 5.96 µM; 300,000 tested, 0.49% active; AID 1906;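 active means inhibition above the mean of all tested compounds plus 3 SD, set per screening campaign, cut at about 17% in these data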;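 further: 0% = plate median of test compound wells and 100% = 1 µM Z-Phe-Ala-diazomethylketone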
# procasp3 activ: procaspase-3 (human) activation. recombinant procaspase-3 D3A, Ac-DEVD-pNA absorbance 405 nm. activation, % at 8.5 µM. 330,000 tested, 0.11% active;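 active means activation above the mean of all tested compounds plus 3 SD, cut at about 21% in these data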;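 further: 0% = DMSO alone and 100% = DMSO wells spiked with extra 5 µM PC-3 D3A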
# Target sequence (P42574 whole entry D9A/D28A/D175A): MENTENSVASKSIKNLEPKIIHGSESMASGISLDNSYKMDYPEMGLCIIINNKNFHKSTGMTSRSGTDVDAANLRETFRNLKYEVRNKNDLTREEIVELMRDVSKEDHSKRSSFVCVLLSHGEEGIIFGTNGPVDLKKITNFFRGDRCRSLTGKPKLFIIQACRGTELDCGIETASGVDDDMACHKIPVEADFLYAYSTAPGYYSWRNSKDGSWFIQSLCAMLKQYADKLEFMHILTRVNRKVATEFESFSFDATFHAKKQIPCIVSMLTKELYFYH
#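 Assay system – Procaspase-3 D3A mutant, all three cleavage aspartates alanine · Controls – DMSO-only low control, 5 µM PC-3 D3A high control · Schedule – 1 h compound preincubation, 2 h substrate hydrolysis at 25 °C · Signal – 405 nm absorbance of p-nitroaniline, reads at 0 and 120 min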
# The depositor's hits bear a star; / = no result given.
entry	SMILES	JMJD2C inh	core dimer inh	PP1 inh	Fh CTSL1 inh	VLA-4 inh	GRK2 inh	proCasp7 act	PP5 primary	procasp3 activ
1	CCOC(=O)N1CCN(c2ccc(N3C(=O)CCCC3=O)cc2[N+](=O)[O-])CC1	-7	3	0	1	4	5	-16	-0.1	-5
2	CCOC(=O)c1c(NC(=O)CSc2c[nH]c3ccccc23)sc2c1CCCC2	84	-70	-2	2	-1	0	2	0.4	2
3	CCC1CCCCN1C(=O)CCc1nnc(Cc2c[nH]c3ccccc23)o1 (centres undefined)	7	9	-1	-4	2	5	-4	0.0	2
4	Cc1c(NC(=O)CN2CCCC(C)C2)ccc2nsnc12 (centres undefined)	11	3	-2	1	1	1	6	-1.2	0
5	CCOC(=O)CSc1nc2ccccc2c(=O)n1C	2	-1	-2	1	-7	0	7	-0.2	-7
6	Cc1ccc(C2=NN(CCC(=O)NCCCN3CCOCC3)C(=O)CC2)cc1	2	2	-4	-4	10	0	-1	-0.1	14
7	Cc1ccc(S(=O)(=O)CCC(=O)OC(C)C(=O)NC2CCCCC2C)cc1 (centres undefined)	-20	-3	-6	-43	6	0	-4	2.9	0
8	CCN(Cc1ccccc1)S(=O)(=O)c1cc(C(=O)NC(C)C2CC3CCC2C3)ccc1OC (centres undefined)	81	22	6	5	0	1	12	1.8	4
9	COC(C(=O)Nc1ccnn1C1CCN(Cc2ccc(C)s2)CC1)c1ccccc1 (centres undefined)	5	11	-2	2	5	0	8	-0.5	0
10	CCc1nnc(NC(=O)Cn2nc(-c3ccccc3OC)ccc2=O)s1	-4	0	2	3	-3	5	-7	2.2	9
11	COc1ccc(CCNC(=O)c2cc(S(=O)(=O)N3CCOCC3)ccc2N2CCCC2)cc1OC	7	-4	1	9	-8	0	1	-1.1	9
12	CC1Cc2ccccc2N1c1ncnc2c1nnn2Cc1ccccc1Cl (centres undefined)	12	-8	1	6	-8	0	12	1.1	3
13	COc1ccc(C(=O)/C=C(\N)C(F)(F)F)c(O)c1	-30	2	-10	-1	9	4	0	1.7	-5
14	O=C(Cn1c(C(F)(F)F)nc2ccccc21)N1CCCC1	6	0	-2	0	-9	0	6	-0.1	2
15	CN(C(=O)Nc1cnc2ccccc2c1)c1ccccc1	-6	-3	-2	-3	-15	2	1	0.0	3
16	CCOc1ccc(Cl)cc1CNCCCSc1ncccn1	-4	3	0	3	10	0	-6	-0.7	-2
17	S=C(Cc1ccc(Cl)cc1)N1CCOCC1	-25	1	-8	-5	-5	3	-13	0.8	-10
18	CC(=O)c1ccc(S(=O)(=O)Nc2ccc3c(c2)OCO3)cc1	-2	/	/	/	-10	0	3	/	1
19	CCc1ccc2[nH]c(=O)c(C3C(C#N)=C(N)Oc4c3ccc3cccnc43)cc2c1 (centres undefined)	1	14	23*	6	4	1	-2	1.5	13
20	O=C(CSc1nnc(NC(=O)c2c(F)cccc2F)s1)NC1CCCC1	24	6	-4	-1	19	0	9	-1.6	0
21	Cc1onc(-c2ccccc2)c1C(=O)NC(=S)NNC(=O)c1ccco1	-32	-6	4	-3	-2	0	-17	1.3	-13
22	Cc1ccc(C)c2[nH]c(=O)c(CN(Cc3cccnc3)C(=S)NCc3ccco3)cc12	0	8	2	7	17	0	-20	0.6	-13
23	N#Cc1ccc(OCC(=O)Nc2ccc3[nH]c(=O)[nH]c3c2)cc1	3	-3	-3	0	1	0	0	-0.8	-7
24	COc1ccc(/C(C)=N/NC(=S)Nc2cc(C)ccc2C)cc1	-2	2	5	5	3	2	-13	1.3	-1
25	CC(=O)NC(CC(=O)O)c1ccc(F)cc1 (centres undefined)	-2	-4	-1	-1	2	0	6	1.3	-11
26	CCOc1ccc(CC(=O)NCC2(N3CCCCC3)CCCCC2)cc1	8	4	-3	6	6	0	-7	3.4	-4
27	CC1(C)CC(CC(=O)O)C(=O)O1 (centres undefined)	-34	-5	-3	-1	3	0	8	0.9	3
28	COc1cc(OC)c2ccc(=O)oc2c1C(CC(=O)N1CCCC(C)C1)c1ccc2c(c1)OCO2 (centres undefined)	4	15	3	1	17	8	1	2.8	-3
29	Clc1cccc(CN2COc3c(cc(Cl)c4cccnc34)C2)c1	-6	-8	11	0	-4	0	2	0.9	-7
30	CC(C)CC(=O)c1c[nH]c(C(=O)NCCc2ccccn2)c1	6	-2	-1	0	8	2	5	-1.4	11
31	O=C(NCC(O)CN1CCOCC1)c1ccc([N+](=O)[O-])cc1 (centres undefined)	3	-5	-1	2	0	3	0	3.1	6
32	CCc1nnc(NC(=O)c2ccc(COc3ccccc3Cl)o2)s1	-25	7	2	2	4	1	5	-0.1	1
33	CCC(C)(C(=O)NC1CCCCC1)N(Cc1cccs1)C(=O)c1ccc(=O)[nH]c1 (centres undefined)	-1	-13	1	-3	-14	5	-9	-0.1	0
34	O=C(NCCCO)c1ccc2[nH]c3c(c2c1)CCCC3	7	-9	-1	-2	27	3	5	-0.6	7
35	CNc1ncc(Cc2ccccc2)s1	184	2	1	0	15	1	-4	1.3	-3
36	COc1ccc(C(=O)NCc2cccc(Cl)c2)cc1S(=O)(=O)N1CCOCC1	18	/	-2	/	-5	0	5	-0.9	1
37	COc1cccc(CSc2nnc(C(F)(F)F)n2Cc2ccc(F)cc2)c1	32	-2	1	1	10	0	-1	3.4	-6
38	COc1ccc(C(=O)NCC(=O)OC2CCCCC2=O)cc1 (centres undefined)	6	-11	3	-16	0	0	4	2.9	-3
39	O=C(COC(=O)CNS(=O)(=O)c1ccc(F)c(F)c1F)NCCc1ccccc1	-13	-2	0	-16	11	0	-8	2.9	5
40	COc1ccc(C(=O)OCC2CC(c3ccccc3)=NO2)cc1OC (centres undefined)	6	-2	-2	-1	-2	0	-14	-1.4	3

# Sorted by value in VLA-4 inh (smallest number first): some entries from above.
No. | SMILES | JMJD2C inh | core dimer inh | VLA-4 inh | GRK2 inh | PP5 primary | procasp3 activ
33 | CCC(C)(C(=O)NC1CCCCC1)N(Cc1cccs1)C(=O)c1ccc(=O)[nH]c1 (centres undefined) | -1 | -13 | -14 | 5 | -0.1 | 0
36 | COc1ccc(C(=O)NCc2cccc(Cl)c2)cc1S(=O)(=O)N1CCOCC1 | 18 | / | -5 | 0 | -0.9 | 1
35 | CNc1ncc(Cc2ccccc2)s1 | 184 | 2 | 15 | 1 | 1.3 | -3

# Further structures follow.
entry	SMILES	JMJD2C inh	core dimer inh	PP1 inh	Fh CTSL1 inh	VLA-4 inh	GRK2 inh	proCasp7 act	PP5 primary	procasp3 activ
41	COc1ccc(Cl)cc1S(=O)(=O)N1CCCC1=O	5	-1	-2	5	-9	1	7	0.3	3
42	COc1ccccc1C(C)NS(=O)(=O)c1cccs1 (centres undefined)	-5	12	0	2	-9	4	-3	0.2	-7
43	O=C(CSc1nnc(-c2cccnc2)n1C1CCCCC1)NC1CCCC1	1	0	-2	-5	-10	2	1	0.1	-2
44	CCN(CC(=O)NCc1ccc(F)cc1)Cc1nc2ccccc2c(=O)[nH]1	-2	-2	0	-17	5	2	2	5.5	1
45	COc1ccccc1NS(=O)(=O)c1cccc(N=C2N=C(N)c3ccccc32)c1	0	10	-3	2	4	0	7	0.6	1
46	Cc1cc(/C=N/Nc2nc(N3CCOCC3)nc(N3CCOCC3)n2)c(C)n1-c1ccccc1	8	7	-2	2	-7	1	1	-0.3	-11
47	Cc1ccc(OCCC(=O)NNC(=O)c2ccccc2F)cc1	3	/	-3	/	14	3	-3	3.5	3
48	CCC(CC)C(=O)Nc1ccc(Sc2ccc([N+](=O)[O-])cc2)cc1	-3	0	5	0	7	2	4	3.0	-1
49	O=C(CCCCCNC(=O)c1ccccc1)N/N=C/c1ccco1	-14	-1	-1	-1	-1	24	-3	-1.8	-1
50	CCOC(=O)N1CCN(C(=O)COC(=O)Cc2ccc(OC)cc2)CC1	-6	-15	0	3	0	0	5	-0.3	7
51	CCOC(=O)c1cnn(-c2ncnc3sc4c(c23)CCC4)c1N	0	0	3	2	23	1	-1	1.5	-5
52	COc1c(C)cc(C(=O)C2CCCN(C(=O)c3cc(C4CC4)[nH]n3)C2)cc1C (centres undefined)	-3	0	1	-3	12	2	-6	1.3	0
53	N#Cc1ccc(/C=N/NC(=O)CCc2ccc(S(=O)(=O)N3CCOCC3)cc2)cc1	-10	-4	-1	2	-4	0	4	-0.8	1
54	CCCn1c(N2CCN(S(=O)(=O)Cc3ccccc3)CC2)nc2ccccc21	7	2	2	-4	26	0	-9	3.4	1
55	CN(CC(=O)Nc1ccc(SC(F)F)cc1)C1CCCCC1	2	0	-3	-1	-19	0	2	-1.5	6
56	COc1ccc(NC(=O)Cn2c(-c3ccccc3)cc(C(C)=O)c2C)c(OC)c1	-11	-8	5	0	49	0	10	2.3	-11

# Among those listed so far, these contain fluorine.
entry	SMILES	JMJD2C inh	core dimer inh	PP1 inh	Fh CTSL1 inh	VLA-4 inh	GRK2 inh	proCasp7 act	PP5 primary	procasp3 activ
13	COc1ccc(C(=O)/C=C(\N)C(F)(F)F)c(O)c1	-30	2	-10	-1	9	4	0	1.7	-5
14	O=C(Cn1c(C(F)(F)F)nc2ccccc21)N1CCCC1	6	0	-2	0	-9	0	6	-0.1	2
20	O=C(CSc1nnc(NC(=O)c2c(F)cccc2F)s1)NC1CCCC1	24	6	-4	-1	19	0	9	-1.6	0
25	CC(=O)NC(CC(=O)O)c1ccc(F)cc1 (centres undefined)	-2	-4	-1	-1	2	0	6	1.3	-11
37	COc1cccc(CSc2nnc(C(F)(F)F)n2Cc2ccc(F)cc2)c1	32	-2	1	1	10	0	-1	3.4	-6
39	O=C(COC(=O)CNS(=O)(=O)c1ccc(F)c(F)c1F)NCCc1ccccc1	-13	-2	0	-16	11	0	-8	2.9	5
44	CCN(CC(=O)NCc1ccc(F)cc1)Cc1nc2ccccc2c(=O)[nH]1	-2	-2	0	-17	5	2	2	5.5	1
47	Cc1ccc(OCCC(=O)NNC(=O)c2ccccc2F)cc1	3	/	-3	/	14	3	-3	3.5	3
55	CN(CC(=O)Nc1ccc(SC(F)F)cc1)C1CCCCC1	2	0	-3	-1	-19	0	2	-1.5	6

# High-throughput results (PubChem)
